High-throughput results as filed in PubChem BioAssay.
TSG101-PTAP inh = qHTS Validation Assay for Inhibitors of HIV-1 Budding by Blocking the Interaction of PTAP/TSG101: Sytravon Library Screen; Fluorescence polarization, FITC-PTAP peptide/Tsg101, 20 min; Potency, µM (doses to about 115 µM), inactives show at the highest dose activity change, negative = inhibition, usual class: inhibitors; 44,000 tested, under 10 active; further: potency means the concentration at half of the fitted maximal effect; 0% is about no effect
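qHTS FP binding, 20 min r.t.: 10 uM Tsg101 domain + 50 nM FITC-PTAP peptide, pH 7.5 HEPES buffer with TCEP and EDTA.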
FH mod = Identification of activators of human fumarate hydratase by quantitative high-throughput screening; Fumarate hydratase, mitochondrial (Homo sapiens), P07954; FH coupled MDH/diaphorase resazurin fluorescence, 15 min; Potency, µM (top dose mostly 79.9 µM), for the others: top-dose activity change, negative = inhibition, hits mostly inhibitors; 0.22% of 54,000 active; AID 1347055, 2019; further: potency means the concentration at half of the fitted maximal effect; on the % scale 0 is the no-effect control and ±100 the full control effect; the screen sought activators but most active calls are inhibition curves; nearly all actives have a fitted effect of over 45% in size
p53null 39C tox = qHTS Screen for Compounds that Selectively Target Cancer Cells with p53 Mutations: Cytotoxicity of p53 Null Cells at the Nonpermissive Temperature | 0.97% of 55,000 active | H1299 p53-null (neo) cells, 39C, ATPlite viability, 24 h | Potency, µM (doses to about 46.1 µM), without a hit: top-dose activity, negative = cell killing, hits mostly cytotoxic;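 further: potency means the concentration at half of the fitted maximal effect; 0% = DMSO only and -100% = full killing by 100 µM tamoxifen; nearly all actives have a fitted effect of over 50% in size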
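Luminescent ATP signal reported cell survival after H1299 lines (neo, p53 null; or p53 A138V) received up to 46 uM compound and 24 hr incubation at 39C.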
GALK inh = qHTS Assay for Inhibitors of Human Galactokinase (GALK): NCGC Sytravon Library Screen; P51570; 44,000 tested, under 10 active; Potency, µM (series often up to 57.5 µM), without a hit: top-dose activity, negative = inhibition, actives largely listed as inhibitors; recombinant GALK, Kinase-Glo ATP luminescence, 1 h;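 further: plate controls were full GALK reaction for no effect and reaction lacking GALK for full effect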
Target sequence (P51570 whole entry, looked up): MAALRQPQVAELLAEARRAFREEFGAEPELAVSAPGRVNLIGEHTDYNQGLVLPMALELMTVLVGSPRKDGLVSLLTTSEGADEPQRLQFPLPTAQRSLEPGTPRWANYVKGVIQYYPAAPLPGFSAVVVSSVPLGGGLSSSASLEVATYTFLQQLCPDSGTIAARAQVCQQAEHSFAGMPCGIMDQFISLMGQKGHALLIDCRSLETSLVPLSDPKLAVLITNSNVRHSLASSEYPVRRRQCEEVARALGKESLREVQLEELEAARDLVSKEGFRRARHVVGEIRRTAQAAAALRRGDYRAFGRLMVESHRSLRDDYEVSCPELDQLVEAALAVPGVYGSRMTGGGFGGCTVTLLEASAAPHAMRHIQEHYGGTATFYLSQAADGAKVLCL
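Luminescent ATP-depletion readout (Kinase-Glo Plus) after 1 h room-temperature incubation of human GALK (5 nM) with galactose 100 µM and ATP 35 µM, pH 8.0 HEPES/Mg2+ buffer; compounds tested in qHTS format.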
p53null 32C kill = qHTS Screen for Compounds that Selectively Target Cancer Cells with p53 Mutations: Cytotoxicity of p53 Null Cells at the Permissive Temperature; Potency, µM (doses to about 46.1 µM), without a hit: at the top dose activity change, negative = cytotoxicity, usual class: cytotoxic; 0.62% of 55,000 active; AID 903, 2007; H1299-neo p53 null cells, ATP luminescence, 24 h, 32C;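 further: potency means the concentration at half of the fitted maximal effect; 0% = DMSO only and -100% = full killing by 100 µM tamoxifen; nearly all actives have a fitted effect of over 55% in size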
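H1299-neo (p53-null) cells, 600/well, were pre-incubated overnight at 37C, then exposed to compounds at up to 46 uM for 24 hr at 32C. Viability was measured as ATP content by luminescence, and AC50 values came from Hill fits.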
B2AR arrestin ag = qHTS assay of beta-arrestin-biased ligands of beta2-adrenergic receptor: NCGC Sytravon Library Screen; Beta-2 adrenergic receptor (Homo sapiens), P07550; HTLA Tango cells, beta-arrestin recruitment, luciferase luminescence, 18 h; Potency, µM (top dose mostly 46.1 µM), for the others: top-dose activation, actives largely listed as activators; 44,000 tested, under 10 active; AID 1347077, 2019;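 further: potency means the concentration at half of the fitted maximal effect; 0% = DMSO and full agonism = EC100 isoproterenol or metaproterenol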
Target sequence (P07550 whole entry, looked up): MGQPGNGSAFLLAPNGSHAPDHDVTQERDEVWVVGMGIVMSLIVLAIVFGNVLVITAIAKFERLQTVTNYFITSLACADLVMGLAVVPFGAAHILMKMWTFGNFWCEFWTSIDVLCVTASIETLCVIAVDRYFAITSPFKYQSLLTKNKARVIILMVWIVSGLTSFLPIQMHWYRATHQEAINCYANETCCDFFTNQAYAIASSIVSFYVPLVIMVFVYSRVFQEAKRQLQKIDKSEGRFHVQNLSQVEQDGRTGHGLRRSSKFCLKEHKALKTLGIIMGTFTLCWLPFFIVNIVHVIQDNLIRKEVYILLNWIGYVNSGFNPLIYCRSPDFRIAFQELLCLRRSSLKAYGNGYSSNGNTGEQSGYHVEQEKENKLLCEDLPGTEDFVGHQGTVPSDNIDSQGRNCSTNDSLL
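Receptor–beta-arrestin recruitment read by tTA-responsive luciferase: compound titrations (up to 46 µM) incubated 18 h with Tango cells, then luminescent substrate 15 min at room temperature. Concentration-response fits classified by r2, efficacy and activity.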
NTMT1 inh = Primary qHTS for Inhibitors of N-terminal methyltransferase 1 (NTMT1): MTaseGlo Assay; NTMT1 MTase-Glo SAH luminescence, purified enzyme; Potency, µM (titrated, usually from 114 µM), for the others: at the top dose activity change, negative = inhibition, actives largely listed as inhibitors; 2.5% of 59,000 active;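 further: potency means the concentration at half of the fitted maximal effect; plate controls were DMSO vehicle for no effect and no enzyme for full effect; nearly all actives have a fitted effect of over 65% in size; many of its hits are not listed in these tables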
Target sequence (Q9BV86 whole entry, looked up): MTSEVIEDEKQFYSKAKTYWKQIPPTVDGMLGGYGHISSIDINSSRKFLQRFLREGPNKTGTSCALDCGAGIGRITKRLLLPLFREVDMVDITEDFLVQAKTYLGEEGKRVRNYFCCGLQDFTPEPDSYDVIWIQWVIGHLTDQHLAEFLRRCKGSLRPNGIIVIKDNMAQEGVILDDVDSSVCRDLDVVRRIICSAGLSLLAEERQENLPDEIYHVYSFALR
Numbers without * were called inactive; ? = inconclusive; / = no result given; [ ] = remark or other dose. The call rests on the fitted dose curve; in most records, active means well fitted curve in the direction sought with a large enough effect; inconclusive means small, poorly fitted or top-dose-only effect, or another doubt; inactive means no such curve, though single readings can be large; an effect the other way counts as inactive or inconclusive.

1. CC(C)OC(=O)c1c(NC(=O)c2cccc(C(F)(F)F)c2)sc2c1CCCC2
2. CCOc1ccc(N(CC(=O)Nc2ccc(OC)cc2)S(=O)(=O)c2ccc(Cl)cc2)cc1
3. O=C1Cc2cc(S(=O)(=O)N3CCN(c4cccc(Cl)c4)CC3)ccc2N1
4. Cc1c(C(=O)OC2CCCCCC2)[nH]c2c1C(=O)CC(c1ccccc1)C2 (centres undefined)
5. CN(C)CCNC(=O)C(=O)NCC(c1ccc2c(c1)OCO2)N1CCOCC1 (centres undefined)
6. COc1ccc(C2c3c(n(C)c4ccccc34)C(=O)N2CC(=O)Nc2cccc(Cl)c2)cc1 (centres undefined)
7. COc1ccc(N2CCN(c3oc(/C=C/c4cc(OC)c(OC)c(OC)c4)nc3C#N)CC2)cc1
8. COc1ccc(NC(=O)c2cccn2-c2nnc(N3CCCCC3)s2)cc1Cl

Assay by compound,1,2,3,4,5,6,7,8
p53null 32C kill,7%,0%,7%,7%,-1%,6%,13%,-16%
NTMT1 inh,7%,2%,?,4%,10%,-2%,14%,-8%
B2AR arrestin ag,0%,0%,1%,0%,0%,0%,1%,0%
GALK inh,0%,-1%,0%,-12%,1%,1%,3%,1%
TSG101-PTAP inh,-3%,-1%,58%[activator],0%,0%,15%,-2%,-5%
p53null 39C tox,-6%,12%,-2%,-16%,23%,4%,-22%,-22%
FH mod,5%,-20%,1%,1%,-3%,-27%,-9%,-19%

9. Fc1ccc(Nc2nc3ccccc3n3cnnc23)c(F)c1
10. Cc1nn(CC(=O)N2CCN(c3cccc(C(F)(F)F)c3)CC2)c(=O)c2cccn12
11. COc1cccc(NC(=O)Cn2c(-c3nonc3N)nc3ccccc32)c1
12. COc1cc(NC(=O)Cn2c(=O)n(Cc3ccco3)c(=O)c3oc4ccccc4c32)cc(OC)c1
13. Cc1c(C2=CCN(S(=O)(=O)c3ccc(CC(C)C)cc3)CC2)c2ccccc2n1CC(=O)N1CCCC1
14. O=S(=O)(Nc1ccc(-c2ccc(N3CCCCC3)nn2)cc1)c1ccc(OC(F)(F)F)cc1
15. O=C(NCCCN1CCN(c2ccc(F)cc2)CC1)c1cnn(-c2ccc(F)cc2)c1-n1cccc1
16. CCN(Cc1ccccc1)C(=O)Cn1ncc2c(=O)oc3ccc(C)cc3c21

Assay by compound,9,10,11,12,13,14,15,16
p53null 32C kill,3%,2%,5%,0%,22%,7%,-1%,-3%
NTMT1 inh,3%,-3%,-20%,17%,?,/,2%,-1%
B2AR arrestin ag,0%,-1%,1%,3%,0%,0%,-1%,0%
GALK inh,4%,1%,-1%,5%,-1%,2%,3%,5%
TSG101-PTAP inh,2%,-1%,-3%,2%,26%,2%,1%,1%
p53null 39C tox,3%,-12%,-2%,-13%,21%,?,13%,-5%
FH mod,-24%,-9%,2%,-13%,-54%,/,-4%,-10%

Seven neighbouring records out of the list so far, quoted:
10. Cc1nn(CC(=O)N2CCN(c3cccc(C(F)(F)F)c3)CC2)c(=O)c2cccn12
11. COc1cccc(NC(=O)Cn2c(-c3nonc3N)nc3ccccc32)c1
12. COc1cc(NC(=O)Cn2c(=O)n(Cc3ccco3)c(=O)c3oc4ccccc4c32)cc(OC)c1
13. Cc1c(C2=CCN(S(=O)(=O)c3ccc(CC(C)C)cc3)CC2)c2ccccc2n1CC(=O)N1CCCC1
14. O=S(=O)(Nc1ccc(-c2ccc(N3CCCCC3)nn2)cc1)c1ccc(OC(F)(F)F)cc1
15. O=C(NCCCN1CCN(c2ccc(F)cc2)CC1)c1cnn(-c2ccc(F)cc2)c1-n1cccc1
16. CCN(Cc1ccccc1)C(=O)Cn1ncc2c(=O)oc3ccc(C)cc3c21

Assay by compound,10,11,12,13,14,15,16
p53null 32C kill,2%,5%,0%,22%,7%,-1%,-3%
NTMT1 inh,-3%,-20%,17%,?,/,2%,-1%
B2AR arrestin ag,-1%,1%,3%,0%,0%,-1%,0%
GALK inh,1%,-1%,5%,-1%,2%,3%,5%
TSG101-PTAP inh,-1%,-3%,2%,26%,2%,1%,1%
p53null 39C tox,-12%,-2%,-13%,21%,?,13%,-5%
FH mod,-9%,2%,-13%,-54%,/,-4%,-10%

The listing continues.
17. Cc1ccc(CN(Cc2cccn2-c2nnc(N3CCCC3=O)s2)C(=O)Nc2ccc(F)cc2)cc1
18. O=C(Cn1cc(S(=O)(=O)Cc2ccccc2F)c2ccccc21)NCc1ccccc1Cl
19. CC(=O)Nc1ccc(NC(=O)CN2C(=O)CC(c3ccco3)Sc3ccccc32)cc1 (centres undefined)
20. CCOC(=O)c1c(S(=O)(=O)N2CCCC(C(=O)Nc3ncccc3C)C2)c(C)n(C)c1C (centres undefined)
21. Cc1ccc2[nH]c(=O)c3cc(C(=O)N4CCN(c5ccccc5F)CC4)sc3c2c1
22. COc1ccc(-c2nc3ccccc3s2)cc1NC(=O)c1cccc(F)c1
23. Nc1nonc1C(=O)NCCNCc1ccc(Cl)c(Cl)c1
24. COc1ccc(-c2ccc(CCC(=O)O)n2-c2cc(Cl)ccc2O)cc1

Assay by compound,17,18,19,20,21,22,23,24
p53null 32C kill,-7%,-2%,-2%,-3%,4%,?,16%,3%
NTMT1 inh,4%,10%,-9%,-18%,6%,?,18%,-24%
B2AR arrestin ag,0%,0%,0%,-1%,0%,-1%,-2%,1%
GALK inh,-3%,-4%,5%,2%,0%,5%,9%,0%
TSG101-PTAP inh,-2%,-4%,0%,1%,-4%,6%,-4%,2%
p53null 39C tox,6%,-12%,-18%,25%,24%,8%,-31%,?
FH mod,-13%,?,4%,-1%,-2%,2%,-1%,-27%

25. O=C(NCCc1csc2nc(-c3ccc(F)cc3)nn12)c1cccc(C(F)(F)F)c1
26. Cc1cccc(Cc2c(C)nc3nc(SCc4ccccc4F)nn3c2C)c1
27. COc1cc(C(CC(=O)Nc2ccc(C)c(F)c2)N2Cc3ccccc3C2=O)cc(OC)c1OC (centres undefined)
28. COc1ccc(NC(=O)CN2CCN(Cc3ccc(F)cc3)S2(=O)=O)cc1Cl
29. CCOc1ccc2nc(N3CCCC(C(=O)Nc4ccc(CC)cc4)C3)sc2c1 (centres undefined)
30. CCS(=O)(=O)N1CCc2cc(C(=O)NCCc3ccccc3)ccc21
31. Cc1cc(-c2ccc(S(=O)(=O)Nc3ccc(Cl)cc3C)cc2)on1
32. CCOc1cc2[nH]c(=O)n(CCCC(=O)N3CCN(c4cccc(Cl)c4)CC3)c(=O)c2cc1OCC

Assay by compound,25,26,27,28,29,30,31,32
p53null 32C kill,-11%,15%,1%,10%,-26%,-13%,0%,-1%
NTMT1 inh,-17%,18%,5%,2%,2%,89µM*,/,-1%
B2AR arrestin ag,0%,3%,-1%,3%,0%,-2%,0%,-3%
GALK inh,-1%,0%,3%,-3%,8%,2%,0%,0%
TSG101-PTAP inh,-6%,1%,-8%,-3%,1%,1%,3%,-3%
p53null 39C tox,-13%,8%,12%,4%,-17%,2%,6%,14%
FH mod,-16%,-39%,3%,-5%,0%,-10%,/,-28%

33. CCOc1ccc(/C=C/C(=O)Nc2sc3c(c2C(=O)OC)C(C(=O)OC)CC3)cc1 (centres undefined)
34. COCCN1C(=O)c2[nH]nc(-c3cc(C)ccc3O)c2C1c1ccc(C(C)C)cc1 (centres undefined)
35. COc1ccc(C(=O)NC2(C(F)(F)F)C(=O)NC(C)=C2C#N)cc1 (centres undefined)
36. CCc1nc2ccc(C(=O)NCCc3ccccc3OC)cc2nc1CC
37. Cc1ccc(-n2c3c(cc(-c4nc(-c5ccc(Cl)cc5)cs4)c2=O)C(=O)CC(C)(C)C3)cc1C
38. Cc1ccc2c(CC(=O)Nc3cccc(Cl)c3C)coc2c1
39. CCOC(=O)C1=C(CS(=O)(=O)c2cccc(C(F)(F)F)c2)NC(=O)NC1c1cccc(OC)c1 (centres undefined)
40. COCCCNc1oc(-c2ccc(COc3ccc(Cl)cc3)o2)nc1C#N

Assay by compound,33,34,35,36,37,38,39,40
p53null 32C kill,7%,20%,6%,3%,2%,0%,10%,52%[activator]
NTMT1 inh,10µM*,5%,24%,-6%,10%,-6%,-2%,9%
B2AR arrestin ag,1%,-1%,0%,-3%,0%,1%,0%,-3%
GALK inh,-1%,-1%,-1%,-2%,-5%,7%,2%,1%
TSG101-PTAP inh,-1%,1%,-9%,-5%,-1%,-3%,-1%,-6%
p53null 39C tox,17%,9%,1%,5%,-12%,3%,14%,?
FH mod,1%,-27%,3%,-21%,3%,0%,2%,-23%

41. Cc1cccc(CN2CCN(CC(=O)NCCc3ccc(Cl)cc3)C2=O)c1
42. Cc1ccccc1NC(=O)CCn1nc(-c2ccc(Cl)cc2)c2ccccc2c1=O
43. CCCN(C(=O)C(=O)Nc1ccc2nc3n(c(=O)c2c1)CCCCC3)c1ccc(OCC)cc1
44. CC(C)C(=O)NC1CC(=O)N(c2ccc3c(c2)OCCO3)C1 (centres undefined)
45. CCOC(=O)c1cccc(NC(=O)c2ccc3c(c2)nnn3C2CCCC2)c1
46. Cc1ccc(CN(Cc2cccn2-c2nnc(N3CCCC3=O)s2)C(=O)Nc2ccccc2C(F)(F)F)cc1
47. CCc1nc2ccc(C(=O)N3CCN(c4cccc(C)c4C)CC3)cc2nc1CC
48. CCOc1ccccc1NC(=O)c1sc2nc3n(c(=O)c2c1C)CCCCC3

Assay by compound,41,42,43,44,45,46,47,48
p53null 32C kill,-4%,?,5%,-8%,-6%,5%,3%,4%
NTMT1 inh,7%,/,-11%,2%,-1%,12%,2%,-2%
B2AR arrestin ag,-2%,0%,-3%,-4%,1%,-2%,-3%,0%
GALK inh,-5%,2%,7%,-1%,0%,-3%,-2%,0%
TSG101-PTAP inh,-9%,1%,1%,-2%,-1%,-7%,-2%,3%
p53null 39C tox,-11%,?,-18%,-6%,-17%,17%,3%,7%
FH mod,-5%,/,-11%,-17%,-37%,-10%,-2%,3%

Record cards (already shown):
CCOC(=O)c1cccc(NC(=O)c2ccc3c(c2)nnn3C2CCCC2)c1 across the screens: p53null 32C kill: -6%; NTMT1 inh: -1%; B2AR arrestin ag: 1%; GALK inh: 0%; TSG101-PTAP inh: -1%; p53null 39C tox: -17%; FH mod: -37%
CCc1nc2ccc(C(=O)N3CCN(c4cccc(C)c4C)CC3)cc2nc1CC across the screens: p53null 32C kill: 3%; NTMT1 inh: 2%; B2AR arrestin ag: -3%; GALK inh: -2%; TSG101-PTAP inh: -2%; p53null 39C tox: 3%; FH mod: -2%

This is a subset; the hit share may differ from the screen's.
